Mito fusion yeast – blocks mitochondrial division or promotes mitochondrial fusion; Potency, µM (titrated, usually from 46.1 µM), inactives show at the highest dose growth rescue (activation), most hits filed as activators; actives 0.23% (n = 320,000); S. cerevisiae fusion-defective mutant growth rescue, CellTiterGlo 48 h;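 note: potency is the fitted concentration of half-maximal effect; % of control where 0% means no effect; nearly all actives have a fitted effect of over 45% in size; temperature-sensitive fusion mutants such as fzo1-1 at 37 °C on non-fermentable ethanol glycerol medium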
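Yeast fusion mutant, YPEG (non-fermentable carbon), compound, 48 h at 37C non-permissive; CellTiterGlo added, 10 min RT, luminescence read. Rescued growth = division inhibition.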
TRPV1 agonist – human TRPV1 agonism; TRPV1-expressing cells, Fluo-8 calcium influx, agonist mode; activation, % at 8.33 µM; actives 0.19% (n = 320,000); Q8NER1; AID 540275; in the data active = activation above about 80%; inconclusive = between about 30% and that limit; note: 0% is about no effect
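TRPV1-expressing cells were cultured overnight at 35.5C and loaded with Fluo-8 calcium dye for 40 to 90 min at room temperature. After a 10 s baseline, compound was added and calcium influx was read kinetically for 3 min (ex 480/em 520 nm).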
Eya2 inh – inhibitors of human Eya2 phosphatase activity | Potency, µM (top dose mostly 76.9 µM), without a hit: at the highest dose activity, negative = inhibition, usual class: inhibitors | actives 0.006% (n = 330,000) | recombinant Eya2, OMFP fluorescence dephosphorylation (OMFP is methylfluorescein phosphate) | O00167; note: potency is the fitted concentration of half-maximal effect; % is set by controls: 0 for no effect and ±100 for the full control effect
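Eya2 (0.2 uM) preincubated 10 min at ambient with compound, then OMFP substrate added at 50 uM; 10 min reaction in 50 mM HEPES pH 7.5, 50 mM NaCl, 5 uM MgCl2, 0.05% BSA, 1 mM DTT. Fluorescence read at Ex 485/Em 525 nm.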
TCR act – activates T cell receptor signaling | primary human leukocytes, anti-CD3, IL-2 HTRF, 48 h | 330,000 tested, under 10 active | Potency, µM (highest dose often 9.22 µM), for inactives: at the highest dose activation of IL-2 secretion, usual class: activators; note: % of control where 0% means no effect
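IL-2 release read by HTRF sandwich (Eu cryptate donor, d2 acceptor, 665 nm emission) after 48 hr exposure of primary human leukocytes to compound together with anti-CD3 beads in the absence of co-stimulatory signals.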
TSHR antag – blocks TSH signaling through the human TSH receptor | actives 0.2% (n = 330,000) | activity change, negative = inhibition, % at 11.5 µM | TSHR-expressing cells, TSH-stimulated cAMP HTRF, 2 h; hits give low values;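 active = activity change below a set negative limit, meaning inhibition stronger than a set level, cut at about -70% in these data; inconclusive = activity change between two set negative limits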; note: % is set by controls: 0 for no effect and ±100 for the full control effect
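Inhibition of cAMP made by TSHR-expressing cells under TSH stimulation (4nM final, EC80; 2 h, 37 deg C) is quantified with a one-step lysis HTRF kit, anti-cAMP cryptate versus cAMP-d2.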
ELG1 DNA repair – blocks ELG1-dependent DNA repair in HEK293T cells. HEK293T ELG1-luciferase reporter, luminescence, 16 h; DNA damage induced by 5-fluorouridine. Potency, µM (titrated, usually from 46.1 µM), for the others: at the highest dose activity change, negative = inhibition, usual class: inhibitors. actives 2.3% (n = 330,000); note: potency is the fitted concentration of half-maximal effect; % is set by controls: 0 for no effect and ±100 for the full control effect; nearly all actives have a fitted effect of over 55% in size
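Luminescence from the luciferase reporter, measured 30 min after ONE-Glo reagent at room temperature, was the read-out. Beforehand, 2,000 cells per well were exposed for 16 hr at 37 °C to 5-fluorouridine together with compound or vehicle.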
AT treatment – candidate therapy for ataxia-telangiectasia; Potency, µM (doses to about 57.5 µM), for the others: at the highest dose activation, usual class: activators; […] A-T fibroblasts, KAP-1 phosphorylation AlphaLISA; neocarzinostatin DNA damage 30 min before lysis; actives 0.19% (n = 320,000); note: potency is the fitted concentration of half-maximal effect; % of control where 0% means no effect; nearly all actives have a fitted effect of over 45% in size
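ATM-like activity read as KAP-1 phosphorylation via AlphaLISA donor/acceptor antibody pairs after lysis and 6 hr at 25C. Cells were ATM-null patient fibroblasts ([…], hTERT), dosed 60 min, then exposed to the DSB inducer NCS for 30 min.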
hERG WT inh – KCNH2 (human, wildtype) channel inhibition; U2OS, BacMam KCNH2, thallium flux FluxOr; hits give low values; activity change, % at 1.84 µM; actives 0.37% (n = 340,000); AID 720551;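 active = maximum activity change below -70%; inconclusive = maximum activity change between -70% and -50%; inactive = maximum activity change above -50%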; note: % is set by controls: 0 for no effect and ±100 for the full control effect
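U2OS cells transduced with wild-type KCNH2 virus are loaded with FluxOr dye for 45 min, and thallium flux is measured in kinetic reads before and after stimulation buffer. Rate constants are normalized to DMSO controls.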
KCNH2 3.1 inh – inhibitors of human KCNH2 3.1 potassium channel isoform | U2OS KCNH2 3.1, thallium flux FluxOr; hits give low values | activity change, % (tested at about 1.8 µM) | actives 0.95% (n = 340,000);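 active = maximum activity change below -70%; inconclusive = maximum activity change from -70% to -50%; inactive = maximum activity change above -50%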;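 note: thallium influx rate constant from kinetic fluorescence after stimulation buffer; % is set by controls: 0 for no effect and ±100 for the full control effect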
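Steps: virus added to U2OS suspension (4 h, RT, dark); medium with 10% FBS added, cells plated, 37 C overnight; FluxOr/Red40 loading buffer 45 min RT; stimulation buffer, 2 min kinetic read; rate constant normalized.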
USP2a block – USP2a (human) protease inhibition. USP2 core, Ub-CHOP2 coupled fluorogenic reporter, 485/531. Potency, µM (doses to about 38.3 µM), without a hit: at the top dose activity change, negative = inhibition, hits mostly inhibitors. actives 0.01% (n = 330,000);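 note: potency is the fitted concentration of half-maximal effect; plate controls were DMSO wells for no effect and full inhibition by NEM control for full effect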
Target sequence (O75604 whole entry, looked up): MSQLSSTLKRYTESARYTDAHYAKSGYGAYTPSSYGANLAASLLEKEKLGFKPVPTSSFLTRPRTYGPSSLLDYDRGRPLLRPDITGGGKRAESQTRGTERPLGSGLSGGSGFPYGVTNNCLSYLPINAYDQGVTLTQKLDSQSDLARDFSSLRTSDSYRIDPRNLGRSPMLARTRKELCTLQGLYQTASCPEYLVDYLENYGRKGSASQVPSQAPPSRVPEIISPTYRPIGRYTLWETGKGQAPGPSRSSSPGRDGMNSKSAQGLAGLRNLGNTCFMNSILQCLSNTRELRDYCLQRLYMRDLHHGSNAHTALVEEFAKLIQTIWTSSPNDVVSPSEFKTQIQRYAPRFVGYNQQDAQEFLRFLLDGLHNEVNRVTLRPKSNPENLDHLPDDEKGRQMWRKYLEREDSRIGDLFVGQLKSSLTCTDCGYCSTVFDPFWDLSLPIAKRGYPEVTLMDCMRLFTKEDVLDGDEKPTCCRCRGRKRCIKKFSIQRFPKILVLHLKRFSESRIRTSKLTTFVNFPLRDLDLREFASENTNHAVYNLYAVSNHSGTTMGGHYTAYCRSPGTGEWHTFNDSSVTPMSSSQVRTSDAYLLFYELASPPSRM
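Cell-free coupled assay: 10nM USP2 core preincubated 30min RT with compound in Tris-HCl pH 8.0/CaCl2/CHAPS buffer, then 25nM Ub-CHOP2 and 25nM reporter substrate; fluorescence (Ex 485/Em 531) read after 60min RT, normalized to NEM inhibition, concentration-response curves fitted.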
* marks the source's active call; other numbers are inactive results; ? = inconclusive; / = no result given; [ ] = remark or other dose. Unless noted, calls come from the whole dose curve; as a rule, active = well fitted curve in the direction sought with a large enough effect; inconclusive = small, poorly fitted or top-dose-only effect, or another doubt; inactive = no such curve, though single readings can be large; an effect the other way counts as inactive or inconclusive. This is a subset, so the mix of outcomes need not match the whole.

SMILES	Mito fusion yeast	TRPV1 agonist	Eya2 inh	TCR act	TSHR antag	ELG1 DNA repair	AT treatment	hERG WT inh	KCNH2 3.1 inh	USP2a block
CCN(c1ccccc1)S(=O)(=O)c1ccc(OCc2c(C)noc2C)cc1	4%	17	-8%	-8%	-6	-10%	13%	6	9	1%
COc1ccccc1C(C)Nc1nc(-c2cccnc2)nc2ccccc12 (stereo not drawn)	31%	8	3%	3%	32	-9%	17%	-1	4	0%
C=CCNC(=O)C1CC2Cn3c(nc4cc(C)c(C)cc43)C2N1C (stereo not drawn)	-1%	-6	?	2%	1	?	-26%	-2	10	0%
COc1cc(-c2c(C(C)=O)c(C)nc3c2C(=O)c2ccccc2-3)cc(OC)c1OC	7%	-2	-19%	-10%	-4	10%	4%	0	-15	2%
Cc1cccc(C(=O)OCC(=O)N2CCCC2=O)c1[N+](=O)[O-]	0%	-3	9%	-2%	3	2%	3%	8	-1	2%
COC(=O)c1ccc(C2/C(=C(/O)c3ccc(Cl)cc3)C(=O)C(=O)N2C2CCS(=O)(=O)C2)cc1 (stereo not drawn)	1%	1	-12%	-7%	2	7%	-1%	-30	-27	-5%
COc1cc(C)c(Cl)cc1S(=O)(=O)NCc1ccccn1	1%	-5	-2%	4%	2	1%	-13%	1	23	-1%
CC(C)C(NC(=O)c1ccc(F)cc1)C(=O)N1CCN(c2ccccn2)CC1 (stereo not drawn)	/	/	-25%	-6%	/	?	1%	-5	5	8%
Cc1[nH]nc2c1C1(CCC(c3ccccc3)CC1)C(C#N)=C(N)O2 (stereo not drawn)	-7%	6	13%	/	-8	-11%	2%	-2	12	0%
Cc1ccccc1Oc1cc(NC(=O)Cn2cnc([N+](=O)[O-])c2)cc([N+](=O)[O-])c1	-4%	30	-17%	-5%	-4	-11%	-3%	-2	4	-2%
Cc1ccc(-c2cc(C(=O)NCCCN3CCCC3)c3ccccc3n2)cc1C	-23%	3	-3%	3%	3	?	-5%	13	-18	1%
Cc1nc2scc(C)n2c(=O)c1S(=O)(=O)Nc1ccc(N2CCN(S(C)(=O)=O)CC2)cc1	-46%[inhibitor]	1	7%	-16%	1	?	/	1	3	1%
CCOC(=O)c1c(CSc2ccccc2)n(C)c2cc(Br)c(OCC(O)CNC(CO)(CO)CO)cc12 (stereo not drawn)	13%	8	-9%	-3%[46.1 µM]	-1	?	1%	-20	-18	-1%
O=C(c1ccccc1C(=O)N1CCN(c2ccc(F)cc2)CC1)N1CCN(c2ccc(F)cc2)CC1	0%	0	8%	1%	-9	?	3%	-3	-23	1%
CC(=O)Nc1ccc(S(=O)(=O)NCc2nc(-c3ccccc3C)no2)cc1	3%	-1	5%	1%	-3	-20%	-2%	8	16	-2%
COc1ccc(/C=C/C(=O)Nc2cccc(S(=O)(=O)NC3=NCCCCC3)c2)c(OC)c1	-1%	1	-4%	8%	-7	?	0%	6	2	-1%
CCCCC(NC(=O)Cc1c(C)c2cc3c(C)c(C)oc3c(C)c2oc1=O)C(=O)O (stereo not drawn)	-1%	17	-11%	-8%	-8	19%	-1%	1	3	-2%
CC1CN(c2ccccc2)NC1=O (stereo not drawn)	8%	1	-4%	2%	44	-12%	7%	-3	14	-1%
CC(C)NC(=O)CN1C(=O)c2ccccc2S1(=O)=O	3%	-5	3%	0%	4	6%	-11%	1	0	-1%
CCCC(=O)c1cc(F)c(N2CCOCC2)cc1C	-12%	4	2%	-5%	3	?	7%	13	-5	2%
O=C(Nc1nc(-c2cccnc2)cs1)c1ccccc1[N+](=O)[O-]	3%	0	10%	4%	0	-6%	-1%	3	-5	1%
CC1(C)CC(=O)C(Sc2ccccc2)=C(O)C1	-3%	3	16%	-4%	5	1%	-1%	11	10	1%
Cc1cccc(-c2nc(CS(=O)CC(=O)N3CCCCC3)c(C)o2)c1 (stereo not drawn)	-2%	5	-22%	-4%	1	-2%	7%	-7	-10	-1%
Cc1cc(C)nc(SCc2nnc(SCC#N)n2-c2cccc(Cl)c2)n1	0%	0	-17%	-1%	9	-11%	-2%	-8	1	1%
O=C(NCCc1csc(-c2ccccc2)n1)c1ccco1	6%	30	-4%	2%	-6	23%	2%	5	5	2%
(further entries)
SMILES	Mito fusion yeast	TRPV1 agonist	Eya2 inh	TCR act	TSHR antag	ELG1 DNA repair	AT treatment	hERG WT inh	KCNH2 3.1 inh	USP2a block
COc1ccc(C2C(C#N)=C(N)N(N(C)C)C3=C2C(=O)CC(C)(C)C3)cc1 (stereo not drawn)	0%	3	17%	3%	-3	26%	-2%	-6	2	0%
COCCN1C(=O)N[C@@H](c2cccc(F)c2)C(C(=O)OC)=C1C	6%	1	4%	1%	1	0%	-35%	4	33	9%
Cc1ccc(NC(=O)C/C(N)=N/O)cc1Cl	0%	1	-16%	-3%	0	1%	-6%	-1	16	-4%
Cn1c(NC(=O)c2ccccc2)cc(=O)n(C)c1=O	2%	/	1%	-2%	0	5%	2%	1	20	-2%
Cc1ccc(N2CCN(C3=NC(=O)/C(=C\c4cn[nH]c4-c4ccccc4)S3)CC2)cc1	-7%	5	6%	0%[46.1 µM]	-24	1.6µM*	-4%	0	-11	0%
Cc1cccc(C(=O)Nc2ccc3c(c2)C(=O)N(CC(C)C)C3=O)c1	2%	81*	9%	7%	7	?	6%	-4	3	5%
Cc1cccc(C)c1NC(=S)NC(C)CCc1ccccc1 (stereo not drawn)	11%	9	-2%	15%[46.1 µM]	4	-5%	11%	3	9	5%
CCN(c1ccccc1)S(=O)(=O)c1ccc(Cl)c(NC(=O)COC(=O)c2cccc(OC)c2O)c1	-1%	1	2%	2%[46.1 µM]	-7	-2%	4%	0	-6	4%
O=C(CN1CCN(c2ccccn2)CC1)N(c1ccccc1)c1ccc2ccccc2c1	-25%	7	-9%	1%	-13	?	13%	8	-8	4%
COCCNC(=O)C1CC(=O)N(C2CCCC2)C1 (stereo not drawn)	0%	-1	28%	1%	0	-5%	2%	6	3	0%
Cc1ccc(CC(CC(=O)O)C(=O)NCC23CC4CC(CC(C4)C2)C3)cc1 (stereo not drawn)	-7%	0	8%	5%	3	-6%	0%	0	-7	-1%
COc1ccc(Cl)c(NC(=O)C/C(C)=N/NC(=O)CCc2ccccc2)c1	15%	3	1%	6%	-2	1%	5%	-2	-3	1%
COc1ccc(S(=O)(=O)N(CC(=O)O)c2ccc(C)cc2)cc1	0%	2	-1%	-23%	-6	4%	-2%	-7	14	2%
CCN(CC)S(=O)(=O)c1cc(NC(=O)C2CC(=O)N(Cc3ccccc3)C2)ccc1Cl (stereo not drawn)	-2%	21	-3%	/	-10	?	-5%	4	-4	-1%
COc1ccc(OC)c(CNC(=O)C(C)n2nc(C)c3c(C)n(-c4ccccc4)nc3c2=O)c1 (stereo not drawn)	2%	2	-2%	1%	0	-15%	0%	7	5	-2%
CN(C)C(=O)c1cc(C(=O)c2ccc(C(F)(F)F)cc2F)c[nH]1	?	8	0%	-4%	-7	-28%	8%	-1	-3	-2%
COc1ccc(-n2ncc3c2CC(C)(C)CC3NC(=O)CCCN2CCCC2=O)cc1 (stereo not drawn)	-8%	-5	-6%	2%	-39	-1%	4%	-8	11	0%
COc1ccc(C2c3[nH]c4ccccc4c3CCN2C(=O)c2cn3ccccc3n2)c(F)c1 (stereo not drawn)	8%	9	2%	/	-8	-9%	1%	-10	-38	-8%
Cc1ccc(NCC(=O)N/N=C/c2cccn2C)cc1	-5%	-7	-1%	-3%	20	16%	1%	-10	6	0%
O=C(COc1ccc([N+](=O)[O-])cc1Cl)NCCN1C(=O)CSC1=O	/	/	5%	/	6	13%	5%	-32	2	3%
O=C1CCc2cc(S(=O)(=O)N3CCN(c4ccccc4)CC3)cc3c2N1CCC3	1%	-4	0%	-1%	-2	17%	1%	-6	-9	2%
O=C(COc1cccc(OC(F)F)c1)Nc1ccc(SC(F)F)cc1	-3%	27	10%	-4%	-14	-7%	-1%	?	-32	0%
CCON1C(=O)C(C)(C)N(OCC)C(=O)C1(C)C	-2%	2	4%	-5%	5	2%	2%	12	12	-1%
CC(C)CCNC(=O)CN(C(=O)CCC(=O)Nc1ccccn1)c1ccc2c(c1)OCCO2	-2%	2	-7%	-4%[46.1 µM]	-1	?	0%	7	9	3%
Cc1cc2cc3c(cc2nc1SCC(=O)O)CCC3	26%	-4	-3%	-5%	-6	-9%	2%	21	-6	1%

Full records, looked up by structure:
Entry for CC1(C)CC(=O)C(Sc2ccccc2)=C(O)C1 : Mito fusion yeast = -3%; TRPV1 agonist = 3; Eya2 inh = 16%; TCR act = -4%; TSHR antag = 5; ELG1 DNA repair = 1%; AT treatment = -1%; hERG WT inh = 11; KCNH2 3.1 inh = 10; USP2a block = 1%
Entry for COc1ccccc1C(C)Nc1nc(-c2cccnc2)nc2ccccc12 (stereo not drawn) : Mito fusion yeast = 31%; TRPV1 agonist = 8; Eya2 inh = 3%; TCR act = 3%; TSHR antag = 32; ELG1 DNA repair = -9%; AT treatment = 17%; hERG WT inh = -1; KCNH2 3.1 inh = 4; USP2a block = 0%

From PubChem BioAssay
